From PubChem
PME-1 primary – PME-1 (human) inhibition; recombinant PME-1, FP-Rh probe fluorescence polarization; 320,000 tested, 0.53% active; inhibition, % at 5.9 µM; AID 2130; Q9Y570;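 active = inhibition above the campaign mean of all compounds plus 3 SD, cut at about 26% in these data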;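 also: competitive labeling of PME-1 active site by serine hydrolase directed probe; 0% = PME-1 with DMSO and 100% = wells lacking PME-1 enzyme; inhibitors block probe labeling so polarization falls and inhibition rises; many of its hits are not listed in these tables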
PAFAH1B2 inh – PAFAH1B2 (human) inhibition | recombinant PAFAH1B2, FP-rhodamine activity probe, fluorescence polarization | 340,000 tested, 1.2% active | inhibition, % at 3.39 µM | P68402;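 active = inhibition above the mean of all tested compounds plus 3 SD, cut at about 24% in these data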;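 also: 0% = enzyme with DMSO and 100% = wells lacking PAFAH1B2; many of its hits are not listed in these tables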
LYPLA1 counter – counter-screen for PME1 inhibitors: inhibitors of human LYPLA1. inhibition, % at 5.9 µM. 320,000 tested, 0.16% active. O75608. recombinant LYPLA1, FP-Rh probe fluorescence polarization;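 active = inhibition above the mean of all tested compounds plus 3 SD, set per campaign, cut at about 14% in these data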;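 also: inhibitors block serine hydrolase probe labeling of LYPLA1 so polarization falls; 0% = enzyme with DMSO and 100% = wells lacking LYPLA1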
PAFAH1B3 FP inh – blocks human PAF acetylhydrolase 1B catalytic subunit 3; Q15102; recombinant PAFAH1B3, FP-rhodamine probe, fluorescence polarization; inhibition, % at 3.39 µM; 340,000 tested, 0.28% active;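 active = inhibition above the screen-wide average of all tested compounds plus 3 SD, cut at about 25% in these data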;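 also: 0% = enzyme with DMSO only and 100% = wells lacking PAFAH1B3 protein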
pPAFAH inh – pPAFAH (human) enzyme inhibition; recombinant pPAFAH, FP-rhodamine probe fluorescence polarization; inhibition, % at 3.39 µM; 330,000 tested, 1.5% active; AID 463082;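 active = inhibition above the mean inhibition across the screen plus 3 SD, cut at about 25% in these data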;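 also: inhibitors block binding of the rhodamine activity-based probe so polarization drops; 0% = enzyme with DMSO and 100% = wells lacking pPAFAH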
PAFAH2 FP inh – PAFAH2 (human) inhibition; Q99487; recombinant PAFAH2, FP-rhodamine activity probe, fluorescence polarization; inhibition, % at 3.39 µM; 340,000 tested, 0.99% active; AID 492956;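 active = inhibition above the mean over all tested compounds plus 3 SD, cut at about 30% in these data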;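 also: inhibitors block probe labeling of enzyme so polarization drops; 0% = enzyme with DMSO and 100% = wells lacking PAFAH2 protein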
LYPLA2 counter – blocks human lysophospholipase 2, a PME1 counter-screen; O95372; recombinant LYPLA2, FP-Rh probe fluorescence polarization; inhibition, % at 5.9 µM; 320,000 tested, 0.38% active;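 active = inhibition above the screen-wide mean plus 3 SD, limit set per campaign, cut at about 26% in these data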;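 also: 0% = LYPLA2 with DMSO and 100% = wells lacking LYPLA2 enzyme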
PAD4 FP inh – PAD4 (human) enzyme inhibition; Q9UM07; recombinant PAD4, RCA probe fluorescence polarization; inhibition, % at 6.36 µM; 330,000 tested, 0.41% active; AID 485272;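 active = percent inhibition above a cutoff equal to the mean of all tested compounds plus 3 SD, cut at about 15% in these data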;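 also: 0% = PAD4 with RCA probe and DMSO and 100% = probe without PAD4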
Target sequence (Q9UM07 whole entry, looked up): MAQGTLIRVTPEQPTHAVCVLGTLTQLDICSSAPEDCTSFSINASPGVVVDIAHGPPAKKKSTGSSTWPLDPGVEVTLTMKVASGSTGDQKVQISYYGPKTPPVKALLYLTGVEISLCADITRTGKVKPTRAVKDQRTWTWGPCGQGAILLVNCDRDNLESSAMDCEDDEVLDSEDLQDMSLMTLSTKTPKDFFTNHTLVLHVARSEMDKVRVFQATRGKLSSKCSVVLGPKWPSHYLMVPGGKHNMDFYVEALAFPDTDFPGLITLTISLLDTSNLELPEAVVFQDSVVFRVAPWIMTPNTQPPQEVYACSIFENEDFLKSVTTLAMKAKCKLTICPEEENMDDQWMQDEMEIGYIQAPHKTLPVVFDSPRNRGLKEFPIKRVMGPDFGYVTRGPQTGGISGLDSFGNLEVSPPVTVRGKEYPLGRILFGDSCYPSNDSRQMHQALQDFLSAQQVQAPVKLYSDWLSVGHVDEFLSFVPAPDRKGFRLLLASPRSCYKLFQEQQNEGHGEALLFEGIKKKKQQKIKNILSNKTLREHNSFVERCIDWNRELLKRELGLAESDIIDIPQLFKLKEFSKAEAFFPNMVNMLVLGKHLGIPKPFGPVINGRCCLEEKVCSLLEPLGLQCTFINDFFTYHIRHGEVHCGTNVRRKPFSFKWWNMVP
GSTO1 counter – blocks human GSTO1 in RBBP9 counter-screen; recombinant GSTO1, activity-based probe fluorescence polarization; inhibition, % at 5.96 µM; 300,000 tested, 1.1% active;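 active = inhibition above the campaign mean inhibition plus 3 SD, cut at about 35% in these data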;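 also: 0% = GSTO1-1 with DMSO and 100% = wells lacking GSTO1-1 enzyme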
* hit, by the source's call; x = no result given. A portion of the library; the hit share may differ from the screen's.

mol,PME-1 primary,PAFAH1B2 inh,LYPLA1 counter,PAFAH1B3 FP inh,pPAFAH inh,PAFAH2 FP inh,LYPLA2 counter,PAD4 FP inh,GSTO1 counter
CC1CCN(c2ccc3c(c2)S(=O)(=O)c2ccccc2C3=O)CC1,-4.0,8.6,-3.4,0.3,12.8,-4.5,9.1,-4.1,-8.2
CCN1CCCC1CNC(=O)C(=O)Nc1ccccc1 (stereo not given),-0.5,2.4,1.2,-0.7,3.9,1.1,-7.5,0.9,-9.1
CCCCCOC(=O)CSc1nnc(-c2cc(OC)c(OC)c(OC)c2)o1,5.6,-1.0,3.3,3.2,9.4,0.3,3.2,4.5,3.6
CCN(C(=O)COC(=O)c1ccccc1O)c1cccc2ccccc12,x,0.4,x,-8.4,9.5,0.2,x,-7.3,x
CCOC(=O)C1CCN(C(=O)CN(c2cc(OC)ccc2OC)S(=O)(=O)c2ccccc2)CC1,2.0,-1.9,2.1,7.0,0.8,1.9,1.2,-2.7,2.0
CC1=CC(c2ccc(Cl)cc2)n2nc(NC(=O)c3ccccc3)nc2N1 (stereo not given),1.0,5.8,-5.2,14.6,2.2,5.6,5.7,-0.2,-6.6
CN(C)c1ccc(C=C2C(=O)OC3(CCCC3)OC2=O)cc1,-0.1,-0.5,-5.3,-2.1,2.3,-10.5,-3.8,-4.2,-2.6
COc1ccc(NS(=O)(=O)c2ccc(O)c(NS(=O)(=O)c3ccc(NC(C)=O)cc3)c2)cc1,x,13.4,x,5.3,18.4,5.5,x,-5.8,x

A different layout for some results above.
Order of results – PME-1 primary, PAFAH1B2 inh, LYPLA1 counter, PAFAH1B3 FP inh, pPAFAH inh, PAFAH2 FP inh, LYPLA2 counter, PAD4 FP inh, GSTO1 counter
CCOC(=O)C1CCN(C(=O)CN(c2cc(OC)ccc2OC)S(=O)(=O)c2ccccc2)CC1
→ 2.0, -1.9, 2.1, 7.0, 0.8, 1.9, 1.2, -2.7, 2.0
CC1=CC(c2ccc(Cl)cc2)n2nc(NC(=O)c3ccccc3)nc2N1 (stereo not given)
→ 1.0, 5.8, -5.2, 14.6, 2.2, 5.6, 5.7, -0.2, -6.6
CN(C)c1ccc(C=C2C(=O)OC3(CCCC3)OC2=O)cc1
→ -0.1, -0.5, -5.3, -2.1, 2.3, -10.5, -3.8, -4.2, -2.6

Later entries
mol,PME-1 primary,PAFAH1B2 inh,LYPLA1 counter,PAFAH1B3 FP inh,pPAFAH inh,PAFAH2 FP inh,LYPLA2 counter,PAD4 FP inh,GSTO1 counter
Cc1ccc(NC(=S)N2CCCCC2)cc1C,-1.5,7.2,-3.4,3.0,-7.1,-0.3,-3.0,-3.6,0.5
NS(=O)(=O)c1ccc(CNC(=O)/C=C/c2ccco2)cc1,-1.2,4.9,0.3,4.1,9.9,1.5,1.9,0.2,6.1
CCOC(=O)CSc1nc2ccccc2n1CC(=O)N1CCN(c2ccccc2)CC1,3.8,7.0,-2.4,7.2,4.8,0.3,-1.4,2.7,-0.8
O=C1Nc2ccccc2C1(O)c1ccccc1 (stereo not given),-0.9,-0.2,-1.4,7.1,-4.7,-8.8,-5.8,1.0,10.5
COc1ccc(CCNCC(=O)Nc2ccc(OC(F)(F)F)cc2)cc1OC,-1.0,-6.9,4.3,14.6,4.1,-7.8,6.2,-0.1,5.9
Cc1ccc(C(=O)COC(=O)c2cnccn2)cc1,-2.7,0.2,-1.1,6.2,-2.9,-1.1,-1.1,-2.5,7.8
CCOC(=O)C1(CCOc2ccccc2)CCN(Cc2ccc3c(c2)OCCO3)CC1,-1.0,5.4,-2.6,4.6,4.4,-2.3,5.8,-0.3,14.1
NC(=O)c1ccccc1OCC(=O)c1ccc(Cl)cc1,1.0,1.3,2.1,9.0,1.3,-6.8,3.5,1.0,-5.2
COc1ccc(Nc2cc(C)nc(N3CCN(C(=O)c4ccc5c(c4)OCO5)CC3)n2)cc1,6.1,1.4,2.2,5.1,5.9,4.4,1.3,1.1,-2.7
O=S1(=O)NC(=NCCc2ccccn2)c2ccccc21,-0.3,0.3,-0.1,6.8,-3.0,2.3,0.5,-5.3,5.6
O=C(Nc1ccccc1)N1CCC(C(=O)N2CCN(S(=O)(=O)c3cccc(F)c3)CC2)CC1,7.4,2.3,2.6,-0.9,-0.8,9.3,5.0,-4.6,-6.3
OCCN(CC(O)COc1ccccc1)CC(O)Cn1ccc2ccccc21 (stereo not given),2.6,-0.3,2.8,13.2,1.7,-3.6,2.4,5.3,-1.9
O=C(COc1ccccc1F)N1c2ccccc2CCc2ccccc21,6.8,-1.0,-1.4,3.1,14.0,3.2,3.2,0.1,-3.6
O=C(Nc1ccc(S(=O)(=O)N2CCCC2)cc1)c1ccc(CN2CCc3ccccc3C2)cc1,-37.1,-4.7,-31.1,5.6,-25.6,-39.6,-42.4,-1.9,-15.5
COc1ccc(-c2nc3ccncc3[nH]2)cc1OC,-9.1,-3.6,-4.9,7.9,3.7,-0.5,-2.4,0.8,16.9
CC(=O)N1CCOc2ccc(S(=O)(=O)N3CCCCC3)cc21,-6.8,2.9,-2.3,11.4,-8.1,-1.6,-7.2,-5.0,-5.7

Another view of some results above.
CC(=O)N1CCOc2ccc(S(=O)(=O)N3CCCCC3)cc21
  PME-1 primary: -6.8
  PAFAH1B2 inh: 2.9
  LYPLA1 counter: -2.3
  PAFAH1B3 FP inh: 11.4
  pPAFAH inh: -8.1
  PAFAH2 FP inh: -1.6
  LYPLA2 counter: -7.2
  PAD4 FP inh: -5.0
  GSTO1 counter: -5.7

CC1CCN(c2ccc3c(c2)S(=O)(=O)c2ccccc2C3=O)CC1
  PME-1 primary: -4.0
  PAFAH1B2 inh: 8.6
  LYPLA1 counter: -3.4
  PAFAH1B3 FP inh: 0.3
  pPAFAH inh: 12.8
  PAFAH2 FP inh: -4.5
  LYPLA2 counter: 9.1
  PAD4 FP inh: -4.1
  GSTO1 counter: -8.2

Remaining list, next part:
mol,PME-1 primary,PAFAH1B2 inh,LYPLA1 counter,PAFAH1B3 FP inh,pPAFAH inh,PAFAH2 FP inh,LYPLA2 counter,PAD4 FP inh,GSTO1 counter
CCOC(=O)CC(NC(=O)c1cc2cc(Cl)cc(Cl)c2oc1=O)c1cccc([N+](=O)[O-])c1 (stereo not given),-6.9,1.4,-1.4,3.1,-4.9,3.5,0.5,2.2,7.2
O=C(Nc1cn(-c2ccccc2)nc1-c1cccs1)c1ccco1,-2.6,-2.3,-3.8,-8.1,3.7,3.8,-2.0,-2.2,-8.7
CCc1nnc(SCC(=O)N2CCCC(N3CCN(c4ccccc4C)CC3)C2)o1 (stereo not given),4.7,7.7,2.1,-8.4,3.6,1.7,0.1,1.6,-0.6
O=C(Nc1c2c(nn1-c1ccccc1)CS(=O)C2)c1ccc2c(c1)OCO2 (stereo not given),3.4,0.0,2.0,-4.6,8.3,3.8,0.3,-5.8,2.7
